Screens: PubChem, several laboratories
zfTRPN1 agonist: activates the zebrafish TRPN1 channel; activation, % at 3 µM; HEK293 zebrafish TRPN1-YFP, Fluo-8 calcium fluorescence; 100% = response to 87 µM carbachol; hit rate 0.18% among 220,000;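 active = activation above its plate's cutoff, the mean activation of test wells on that plate plus 3 SD, cut at about 19% in these data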;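 also: 0% = DMSO alone and 100% = 87 µM carbachol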
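Material: zebrafish TRPN1-YFP in HEK293 cells; Doses: single test compound dose, 3 µM nominal, 0.3% DMSO; Timing: dye loading 1 h at 37 °C, then 30 min room temperature; Technique: intracellular calcium fluorescence with Fluo-8; Benchmarks: high carbachol 87 µM, low DMSO alone.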
Ba/F3 V617F tox: lowers viability of Ba/F3 cells expressing EpoR and JAK2V617F; ATP luminescence; inhibition, % at 5.6 µM; hit rate 1.1% among 220,000; AID 1446;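 active = inhibition above the campaign mean plus 3 SD over all tested compounds, cut at about 24% in these data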;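 also: cytokine-independent growth of Ba/F3 cells driven by EpoR plus mutant JAK2; 0% = DMSO-treated cells and 100% = JAK inhibitor I control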
BaF3 tox: parental Ba/F3 viability inhibition as JAK2V617F counter-screen | inhibition, % at 5.6 µM | AID 1486 | hit rate 1.1% among 220,000 | CellTiter-Glo ATP luminescence;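 active = inhibition above a per-campaign cutoff, the mean inhibition of all tested compounds plus 3 SD, cut at about 27% in these data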;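 also: 0% = DMSO wells and 100% = JAK Inhibitor I control wells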
S1P4 antag: blocks the human S1P4 receptor; O95977; S1P4-expressing cells, antagonist mode, reporter read-out; inhibition, % at 4.98 µM; hit rate 0.26% among 220,000; AID 1510; in the data active = inhibition above about 29%;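 also: 0% = wells stimulated with agonist and 100% = vehicle wells without agonist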
m-calpain inh: inhibitors of pig calpain II. purified calpain II, fluorogenic peptide substrate, 30 min. inhibition, % at 16 µM. hit rate 0.37% among 220,000. AID 1236;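 active = inhibition above about 50%, limit read from the data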
EP2 modulator: modulates human prostaglandin E2 receptor EP2 signaling; induction, % at 25 µM; hit rate 0.83% among 260,000; EP2-expressing cells, cAMP HTRF FRET, PGE2 co-stimulation;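 active = compounds whose cAMP rise, as percent of the full-agonist control response, exceeds 60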;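 also: rat C6 glioma line stably carrying human EP2 under a CMV promoter; the protocol text gives 20 µM as final concentration; 100% = response of wells given 1 µM PGE2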
S1P4 ag: human S1P4 receptor agonism; activation, % at 4.98 µM; hit rate 0.35% among 220,000; S1P4-expressing cell line, agonist reporter assay; in the data active = activation above about 11%;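 also: 0% = DMSO vehicle and 100% = reference agonist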
PERK inhibitor: blocks human PERK kinase | Q9NZJ5 | CHO PERK-DD fusion, SEAP luminescence translation reporter | inhibition, % at 5.6 µM | hit rate 0.17% among 220,000;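 active = inhibition above the mean inhibition of all tested compounds plus 3 SD, set separately per screening campaign, cut at about 2.9% in these data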;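 also: PERK kinase domain activated by AP20187 dimerizer at 100 nM; 0% = DMSO with dimerizer and 100% = rapamycin at 8.4 µM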
Target sequence (Q9NZJ5 whole entry, looked up, the tested form may be a part): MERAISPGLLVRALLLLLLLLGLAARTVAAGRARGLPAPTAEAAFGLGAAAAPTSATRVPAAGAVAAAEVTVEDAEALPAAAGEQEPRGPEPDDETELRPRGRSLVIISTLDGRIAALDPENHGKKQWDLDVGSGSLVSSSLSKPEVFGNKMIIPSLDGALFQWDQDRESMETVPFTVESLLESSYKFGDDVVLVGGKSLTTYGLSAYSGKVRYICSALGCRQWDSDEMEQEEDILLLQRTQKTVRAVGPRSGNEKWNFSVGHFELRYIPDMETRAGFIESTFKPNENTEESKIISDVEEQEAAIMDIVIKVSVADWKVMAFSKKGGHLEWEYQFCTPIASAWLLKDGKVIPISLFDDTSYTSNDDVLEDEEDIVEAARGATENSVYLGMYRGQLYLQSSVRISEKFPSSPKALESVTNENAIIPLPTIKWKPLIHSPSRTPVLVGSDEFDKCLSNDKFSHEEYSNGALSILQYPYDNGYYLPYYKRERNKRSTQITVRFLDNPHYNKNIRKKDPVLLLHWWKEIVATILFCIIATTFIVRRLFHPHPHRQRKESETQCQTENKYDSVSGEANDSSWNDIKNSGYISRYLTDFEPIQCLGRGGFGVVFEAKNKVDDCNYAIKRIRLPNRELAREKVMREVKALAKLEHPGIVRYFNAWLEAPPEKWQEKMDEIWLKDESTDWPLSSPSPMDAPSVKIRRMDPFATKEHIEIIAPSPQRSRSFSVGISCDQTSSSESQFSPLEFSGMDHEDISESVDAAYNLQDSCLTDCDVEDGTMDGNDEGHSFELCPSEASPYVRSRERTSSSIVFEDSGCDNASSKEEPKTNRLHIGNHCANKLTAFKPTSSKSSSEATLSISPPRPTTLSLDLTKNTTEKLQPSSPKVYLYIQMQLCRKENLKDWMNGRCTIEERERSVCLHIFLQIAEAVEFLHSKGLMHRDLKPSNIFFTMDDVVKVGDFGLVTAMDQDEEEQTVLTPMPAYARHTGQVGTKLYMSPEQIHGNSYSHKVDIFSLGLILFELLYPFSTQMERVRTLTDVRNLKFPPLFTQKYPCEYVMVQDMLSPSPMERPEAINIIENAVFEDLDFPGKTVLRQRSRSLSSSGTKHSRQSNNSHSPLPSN
TRPML3 ag: agonists of human TRPML3 channel | HEK293 TRPML3-YFP, Fluo-8 calcium fluorescence; 100% = the carbachol control signal | activation, % at 3 µM | hit rate 0.29% among 220,000 | AID 1448;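 active = activation above its plate's cutoff, the mean activation of the plate's test wells plus 3 SD, cut at about 12% in these data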;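 also: 0% = DMSO only wells and 100% = carbachol wells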
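Material: TRPML3-YFP stable HEK293 cells | Dosing: One concentration, 3 µM nominal, 0.3% DMSO | Timing: 125 s total fluorescence read per well | Technique: Fluo-8 calcium dye fluorescence, ex 470-495, em 515-575 nm | Measure: Percent activation from peak-to-basal fluorescence ratio, scaled between DMSO and carbachol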
Numbers without * were called inactive; i = inactive; & = joins results of further samples.

Second line of a record: S1P4 antag	Ba/F3 V617F tox	zfTRPN1 agonist	EP2 modulator	PERK inhibitor	m-calpain inh	TRPML3 ag	S1P4 ag	BaF3 tox
(1) CCC1=NC(c2ccccc2OC)N(O)C1(C)C (centres undefined)
 : 3	3	0.4	-2	0.6	4	0.5	-0.1	11
(2) Cc1ccc2nc(Cl)c3nnnn3c2c1
 : 27	-2	-1.2	-65	1.0	-46	1.4	-0.7	1
(3) O=C(c1cnn2c(C(F)(F)F)cc(-c3ccco3)nc12)N1CCc2ccccc2C1
 : -3	1	-0.7	-2	-0.5	-352	-1.2	-1.1	8
(4) Cc1cc(-n2cccn2)ccc1CN1CCN(CC(C)C)C(CCO)C1 (centres undefined)
 : -11	-2	1.7	-10	-1.6	-2	0.5	-0.4	3
(5) CCc1cc2cc(C)cc(C)c2nc1SCC(=O)NNC(=O)c1ccco1
 : 6	2	0.6	55	1.4	9	1.0	0.1	4
(6) COc1ccc(OC)c(-c2csc(NC(=O)C3COc4ccccc4O3)n2)c1 (centres undefined)
 : -11	3	0.0	24	0.5	-3	1.1	0.1	5
(7) COCc1ccc(CN2CCCC(CO)(Cc3cccc(Cl)c3)C2)o1 (centres undefined)
 : -9	-2	0.8	-6	0.2	-16	-0.4	1.5	3
(8) CC(C(=O)Nc1ccccc1-c1ccccc1)N1CCOCC1 (centres undefined)
 : -29	0	-0.5	12&5	-0.4	15	-0.2	1.4	4
(9) CC(C)NC(=O)/C(C#N)=C/c1cccc(NC(=O)c2ccccc2Cl)c1
 : -14	3	2.2	-31	-0.5	14	0.6	-0.9	7
(10) CC(C)C(=O)NNC(=O)c1cc2sccc2s1
 : 3	-4	0.0	-2	1.1	3	1.1	1.5	1

In the list so far, 2 contain an aryl methoxy group:
Second line of a record: S1P4 antag	Ba/F3 V617F tox	zfTRPN1 agonist	EP2 modulator	PERK inhibitor	m-calpain inh	TRPML3 ag	S1P4 ag	BaF3 tox
(1) CCC1=NC(c2ccccc2OC)N(O)C1(C)C (centres undefined)
 : 3	3	0.4	-2	0.6	4	0.5	-0.1	11
(6) COc1ccc(OC)c(-c2csc(NC(=O)C3COc4ccccc4O3)n2)c1 (centres undefined)
 : -11	3	0.0	24	0.5	-3	1.1	0.1	5

New compounds follow
Second line of a record: S1P4 antag	Ba/F3 V617F tox	zfTRPN1 agonist	EP2 modulator	PERK inhibitor	m-calpain inh	TRPML3 ag	S1P4 ag	BaF3 tox
(11) S=C(Nc1ccc(Br)cc1Cl)N1CCC2(CC1)OCCO2
 : 6	0	1.4	-43	0.4	-16	0.0	-0.3	6
(12) Cn1c(=O)c2c(-c3cccc(F)c3)c3c(nc2n(C)c1=O)-c1ccccc1C3O (centres undefined)
 : 2	-3	1.1	20&6	1.3	-32	0.0	-0.2	4
(13) Cc1ccc(-c2csc(NC(=O)CSc3ncn(-c4ccccc4)n3)n2)cc1
 : -19	-3	-0.6	-35	0.3	-3	0.2	0.7	-1
(14) CC1CCCCN1Cc1nc2c(c(=O)n(C)c(=O)n2C)n1CCc1ccccc1 (centres undefined)
 : 11	-3	-1.2	2	-0.5	-6	-0.4	-1.9	0
(15) CCOC(=O)C(=CNc1cc(C)nn1C(C)(C)C)C(=O)OCC
 : -13	-2	-0.6	34	0.7	3	-0.5	0.2	9
(16) Cc1ccc(Oc2ccc(/C=N/O)cn2)cc1
 : -24	11	-1.5	30	0.2	19	-1.3	-5.9	7
(17) CCOC(=O)N1CCN(C(=O)CSCC(=O)Nc2nc(-c3ccc(C)cc3)cs2)CC1
 : -25	-5	0.3	-5	1.0	8	0.8	-2.0	-2
(18) COc1ccc(/C=C2\SC(=O)N(CCc3nnc(N)s3)C2=O)cc1
 : -7	-4	2.0	-15	1.4	-29	0.2	1.9	-2
(19) COC(=O)c1cn[nH]c1NC(=S)Nc1ccccc1C
 : -7	0	0.7	16	0.2	-11	1.4	-0.6	3
(20) CCOc1ccccc1-c1cc(-c2ccccc2)nc2c1c(=O)n(C)c(=O)n2C
 : -3	1	0.0	-29	0.6	-16	1.0	0.6	2
(21) COc1ccc(C(C)=O)cc1CN1C(=O)C(C)N(c2ccc(C)cc2)C1=O (centres undefined)
 : 4	-2	1.7	15	-0.4	3	-0.4	0.1	10
(22) Cc1cnc(NC(=O)c2cc3c(C)nn(-c4ccccc4)c3s2)s1
 : -18	-1	-0.3	4	-0.2	-115	0.0	0.1	2
(23) Cc1ccc(C(=O)N2CCN(c3ccc(NC(=O)c4ccc(Br)o4)cc3)CC2)cc1
 : 5	-3	-2.1	-25	-1.4	1	0.1	-1.7	-1
(24) Cc1onc(-c2ccc(Cl)cc2)c1-c1ccnc(SCC(=O)Nc2ccc(C(C)C)cc2)n1
 : -2	1	0.7	18	-0.7	25	-0.5	-0.3	-3
(25) Cc1ccsc1/C=C1/NC(=O)N(Cc2ccc(F)cc2)C1=O
 : -19	-5	-1.4	-25	1.0	-9	0.2	-0.2	1
(26) COc1ccc(CCNC(=O)Nc2ccc3c(c2)OCO3)cc1OC
 : 0	5	1.1	-4	0.8	11	0.8	2.2	8
(27) Cc1ccccc1N=Cc1cccc(O)c1O
 : 6	2	-0.3	30	0.5	17	0.5	2.1	3
(28) Cc1ccccc1C(=O)Nc1nnc(-c2ccco2)o1
 : -1	2	0.3	22	0.1	11	0.7	1.8	-1
(29) C=CC#CC1(O)CC(C)N(C)CC1C (centres undefined)
 : 7	2	2.8	-2	-0.5	27	0.6	-1.7	5
(30) Fc1ccc(C2NCCn3cccc32)cc1 (centres undefined)
 : -4	-5	-1.4	13	0.2	-23	-0.1	-1.1	-1
(31) Cc1oc2c(CN3CCOCC3)c(O)ccc2c(=O)c1-c1ccc(Cl)cc1
 : -1	41*	-0.6	-7	0.4	-305	-0.4	-0.8	48*
(32) Cc1ccc(/C(N)=N/OC(=O)c2ccc(Cl)cc2Cl)cc1
 : 3	-6	-0.6	-27	0.2	17	0.2	0.2	3
(33) COc1cc(NS(=O)(=O)c2ccc(F)cc2)c(OC)cc1NC(=O)C1CC1
 : -17	4	0.5	11	-0.2	-29	0.4	-1.0	7
(34) CCOc1cccc2cc(-c3csc(NC(=O)CCC(=O)NCCCN4CCC(C)CC4)n3)c(=O)oc12
 : 0	-1	-0.1	-35	0.6	-118	-1.4	-0.1	-2
(35) CCN(CC)S(=O)(=O)c1cc(NS(=O)(=O)c2ccccc2)ccc1C
 : -15	-1	-0.9	17	-0.1	56*	0.2	1.2	5
(36) C/C(CC(C)C)=N\NS(=O)(=O)c1ccc(C)c([N+](=O)[O-])c1
 : 4	6	1.3	15	-1.0	16	0.7	0.4	-4
(37) COc1ccc(NC(=O)NC23CC4(C)CC(C)(CC(C)(C4)C2)C3)cc1OC
 : -12	-4	-1.2	-13	0.5	-19	0.7	2.3	-1
(38) O=C(Nc1ccccc1)/C(=C\c1ccncc1)NC(=O)c1ccccc1
 : 0	-2	0.2	13	0.6	16	1.2	-0.8	1
(39) COc1ccc(Cl)cc1NC(=O)NC(C)C(C)(C)C (centres undefined)
 : -4	-1	-0.8	-25	0.4	-2	-0.1	-0.8	3
(40) CC(=O)N1CCc2cc(S(=O)(=O)CCC(=O)NCc3ccco3)ccc21
 : -17	-3	-0.4	-16	0.2	-7	0.1	2.1	-1
(41) CCN=C1SC(CC(=O)Nc2ccc3c(c2)OCO3)C(=O)N1CC (centres undefined)
 : -21	1	2.4	-5	-0.3	9	1.0	0.3	-2
(42) CCOc1ccc(/C=N/n2cnnc2)cc1
 : -7	-4	3.0	3	1.0	7	1.0	1.5	3
(43) COc1ccc(-c2c(C)oc3c(CN4CCN(CCO)CC4)c(O)ccc3c2=O)cc1OC
 : -8	-1	1.5	26	1.1	-408	1.2	0.3	3
(44) O=S(=O)(N=S(N1CCCCC1)N1CCCCC1)c1ccccc1
 : -3	0	-0.4	28	1.1	-13	0.3	-0.1	4
(45) NC(=O)CCN1CCCCC1
 : 12	-5	1.4	-101&2	0.4	-22	0.1	1.5	3
(46) CCCCNc1cnn(-c2ccccc2)c(=O)c1Cl
 : -6	2	0.5	-6	-1.1	-12	0.8	0.7	3
(47) O=C(Cn1cnc2cc(Cl)ccc2c1=O)Nc1ccc2c(c1)OCO2
 : -15	-3	-0.1	22	-0.6	-23	-0.1	0.8	3
(48) Cn1c(=O)c(Sc2ccc(Cl)cc2)c(O)c2ccccc21
 : -4	-3	0.8	34	0.0	1	-0.6	-0.9	3
(49) CS(=O)(=O)c1ccc(C(=O)NC2CCOC2=O)cc1 (centres undefined)
 : 2	3	-0.6	22	1.1	1	0.5	1.1	3
(50) Cc1ccccc1OCc1nc(-c2ccc(-n3cccc3)cc2)no1
 : -5	-2	0.5	13	2.0	-10	0.4	0.1	10
(51) CC(C)OC(=O)CN1CCN(C2c3ccccc3-c3ccccc32)CC1
 : -3	1	-1.0	27	-0.2	-12	0.3	2.3	6
(52) COc1ccc(OC(=O)NCCc2ccccc2)cc1
 : 12	-2	-0.8	-16	0.0	-11	-0.7	0.9	0
(53) O=C1CCCC2=C1C(c1ccc(Cl)cc1)n1c(s/c(=C\c3ccc4ccncc4c3)c1=O)=N2 (centres undefined)
 : -13	8	1.7	12	-0.1	11	0.1	-0.8	11
(54) Cc1ccc(NC(=O)CC2SC3=NCCN3C2=O)cc1 (centres undefined)
 : -3	-2	-2.0	15	1.3	18	0.7	-3.9	7
(55) O=C(C1CC1)N1CCC(c2nc(-c3ccc(S(=O)(=O)N4CCCC4)cc3)no2)CC1
 : 13	-2	-0.4	3	-0.3	26	1.4	-3.1	3
(56) COc1ccc(C=O)c(OC)c1
 : 6	1	0.5	4	-0.5	19	-0.1	-0.9	1
(57) CCCn1nc2cc(C(=O)NCc3ccc(C)cc3)ccc2c1OCC
 : 5	-2	-0.7	-9	0.3	i	-1.0	-0.1	2
(58) COc1ccc2nc(N3CCCCC3)c(/C=C3\SC(=S)NC3=O)cc2c1
 : -18	2	-0.6	-100	0.2	27	0.5	3.1	-6
(59) CC(/C=C/c1ccco1)=N\NC(=O)COc1ccc(C)c(C)c1
 : 6	0	0.2	2	0.5	-34	-0.3	0.3	4
(60) O=C(OCc1cnc(Cl)s1)c1cccc(Cl)c1
 : -2	-6	0.4	49	0.1	24	-0.4	-0.2	-1
